A350 fluor: qHTS Assay for Spectroscopic Profiling in A350 Spectral Region. Compound autofluorescence, 340/450 nm, Alexa 350 dye-equivalents; active compounds read high. max dye-equivalent concentration, M. 11% of 59,000 active. AID 590, 2007; in the data active = max dye-equivalent concentration above about 10 nM; inconclusive = mostly about 1.1 nM to 9.6 nM
BRCT PPI green: qHTS Assay for Inhibitors of BRCT-Phosphoprotein Interaction (Green Fluorophore). 0.05% of 75,000 active. Breast cancer type 1 susceptibility protein (Homo sapiens), P38398. Potency, µM (highest dose often 76.9 µM), inactives show at the top dose activity change, negative = inhibition, most hits filed as inhibitors. AID 875, 2007. BRCA1 BRCT-phosphopeptide binding, green fluorescence polarization;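 note: potency is the fitted concentration of half-maximal effect; plate controls were peptide without protein for full effect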
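Fluorescence polarization: His-tagged BRCT (~35 kDa BRCA1 C-terminus, 250 nM) bound to 100 nM fluorescein-labeled phosphorylated 10-aa BACH1 peptide, pH 7.3 phosphate buffer with DTT and Tween 20. Compounds incubated 12 min at room temperature; inhibition read as lowered polarization.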
Casp1 inh: qHTS Assay for Allosteric/Competitive Inhibitors of Caspase-1; P29466; Caspase-1 enzyme, Ac-WEHD-AFC fluorogenic rate; Potency, µM (top dose mostly 57.5 µM), inactives show top-dose activity change, negative = inhibition, actives largely listed as inhibitors; 0.03% of 75,000 active;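 note: potency is the fitted concentration of half-maximal effect; plate controls were vehicle for no effect and no substrate for full effect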
Fluorescein autfl: qHTS Assay for Spectroscopic Profiling in Fluorescein Spectral Region. max fluorescein-equivalent concentration, M. Compound autofluorescence, 480/540 nm, fluorescein-equivalent; active compounds read high. 0.91% of 59,000 active. AID 593, 2007; in the data active = max fluorescein-equivalent concentration above about 10 nM; inconclusive = between about 1.1 nM and that limit
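Fluorescein stocks ranging 3 mM down to 300 nM, plus DMSO blanks, were pinned alongside compounds to build a per-plate standard curve. Buffer: 100 mM Tris, pH 8.0. Incubation 15 min, room temperature; filters 480/540 nm.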
4MU fluor: qHTS Assay for Spectroscopic Profiling in 4-MU Spectral Region. compound autofluorescence, 340/450 nm, 4-MU equivalents; active compounds read high. max dye-equivalent concentration, M. 11% of 59,000 active; in the data active = max dye-equivalent concentration above about 10 nM; inconclusive = mostly about 1.1 nM to 9.6 nM
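Compounds in 100 mM Tris, pH 8.0, incubated 15 min at room temperature, then fluorescence read at 340 nm excitation/450 nm emission. Signal converted to 4-MU dye-equivalent concentration using an on-plate six-point 4-MU standard curve.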
BRCT inh red: qHTS Assay for Inhibitors of BRCT-Phosphoprotein Interaction (Red Fluorophore). Breast cancer type 1 susceptibility protein (Homo sapiens), P38398. BRCT-phosphopeptide binding, red fluorescence polarization. Potency, µM (highest dose often 76.9 µM), for the others: at the highest dose activity change, negative = inhibition, actives largely listed as inhibitors. 0.03% of 75,000 active. AID 892, 2007; note: % is set by controls: 0 for no effect and ±100 for the full control effect
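Rhodamine-labelled pBACH1 10-mer (100 nM) bound to BRCT domain (100 nM) at pH 7.3; compounds incubated 12 min room temperature, polarization read. Free peptide defines full inhibition; unlabelled decapeptide titrated as control.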
Rhodamine autofl: qHTS Assay for Spectroscopic Profiling in Rhodamine Spectral Region; max dye-equivalent concentration, M; Rhodamine-region fluorescence, 547/598 nm, Tris buffer; active compounds read high; 0.05% of 59,000 active; in the data active = max dye-equivalent concentration above about 11 nM; inconclusive = between about 1.1 nM and that limit
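qHTS spectral profiling of compounds without any target or enzyme present, in pH 8.0 Tris buffer; plates were read after a 15-minute room-temperature incubation using the rhodamine-region filter set.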
TexasRed autofl: qHTS Assay for Spectroscopic Profiling in Texas Red Spectral Region | Compound fluorescence, Texas Red channel, 547/618 nm; active compounds read high | 0.06% of 59,000 active | max dye-equivalent concentration, M; in the data active = max dye-equivalent concentration above about 10 nM; inconclusive = between about 1.1 nM and that limit
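Dye-equivalent concentrations come from scaling compound signal (ex 547, em 618 nm) to six Texas Red standard concentrations run on every plate, after 15 min room-temperature incubation in pH 8.0 Tris (100 mM).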
Casp7 inh: qHTS Assay for Allosteric/Competitive Inhibitors of Caspase-7; 0.02% of 75,000 active; Potency, µM (series often up to 57.5 µM), for the others: at the highest dose activity change, negative = inhibition, usual class: inhibitors; recombinant caspase-7, Ac-DEVD-AFC fluorescence rate; active = well fitted inhibition curve with a large enough effect in the main read-out, with a control signal flat, not every such curve was filed as active; inconclusive = small, poorly fitted or top-dose-only effect, or a change in a side signal; note: potency is the fitted concentration of half-maximal effect; % of control where 0% means no effect
USP2a inhib: qHTS Assay for Inhibitors of Ubiquitin-specific Protease USP2a; Ubiquitin carboxyl-terminal hydrolase 2 (Homo sapiens), O75604; USP2a enzymatic assay, qHTS inhibition; Potency, µM (doses to about 38.3 µM), for the others: at the highest dose activity change, negative = inhibition, usual class: inhibitors; 0.1% of 60,000 active;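 note: potency is the fitted concentration of half-maximal effect; nearly all actives have a fitted effect of over 60% in size; plate controls were DMSO for no effect and NEM full inhibition control for full effect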
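Coupled readout: USP2-cleaved Ub-PLA2 (20nM final) turns over NBD C6-HPC (20uM final), Ex 460nm/Em 535nm after 2.5 h, time-zero read flagging artifacts. Enzyme (20nM final, pH 8.0 Tris) given 30 min RT with compound first; NEM defines full inhibition.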
HEK293 cAMP ctrl: qHTS Assay for Agonists of the Thyroid Stimulating Hormone Receptor: Activators of Intracellular cAMP Concentrations in Parental HEK 293 | parental HEK293 CNG cAMP sensor, membrane potential fluorescence | Potency, µM (highest dose often 57.1 µM), without a hit: at the highest dose activation, hits mostly activators | 2.5% of 73,000 active; note: potency is the fitted concentration of half-maximal effect; % of control where 0% means no effect; nearly all actives have a fitted effect of over 55% in size
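Counterscreen for endogenous-receptor signalling: CNG-channel HEK 293 cells report cAMP rise by membrane depolarization. After 60 min dye equilibration with 100 uM RO 20-1724, compounds incubated 30 min before bottom-read fluorescence at 590 nm.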
The depositor's hits bear a star; i = inactive; u = inconclusive; x = no result given; [ ] = remark or other dose. Unless noted, calls come from the whole dose curve; as a rule, active = well fitted curve in the direction sought with a large enough effect; inconclusive = small, poorly fitted or top-dose-only effect, or another doubt; inactive = no such curve, though single readings can be large; an effect the other way counts as inactive or inconclusive.

SMILES	A350 fluor	BRCT PPI green	Casp1 inh	Fluorescein autfl	4MU fluor	BRCT inh red	Rhodamine autofl	TexasRed autofl	Casp7 inh	USP2a inhib	HEK293 cAMP ctrl
Clc1ccc(Nc2ncnc3c2cnn3-c2ccccc2)cc1	x	1.0%	-4%	x	x	0.6%	x	x	-4%	x	8%
CC(C)C(NS(=O)(=O)c1cccs1)C(=O)NCCN1CCN(c2ccccc2)CC1 (stereo unspecified)	i	-3.2%	1%	u	i	0.1%	i	u	-2%	4%	-5%
CC(C(=O)Nc1cccnc1)N1C(=O)c2ccccc2C1=O (stereo unspecified)	i	-2.8%	1%	i	i	1.4%	i	i	3%	1%	19%
CC1CCCCC1NS(=O)(=O)c1ccc(-n2cnnn2)cc1 (stereo unspecified)	i	-2.2%	0%	i	i	0.4%	i	i	1%	4%	2%
O=C(CCS(=O)CCC(=O)NCc1ccccc1)NCc1ccccc1	x	0.0%	-1%	x	x	1.6%	x	x	0%	0%	3%
CCCOc1ccc(C(=O)C(c2ccccc2)N2CCOCC2)cc1 (stereo unspecified)	i	-0.6%	-1%	i	i	-0.3%	i	i	1%	8%	25µM*
O=c1cc(N2CCC3(CC2)OCCO3)[nH]c(=O)n1-c1ccc(Br)cc1	i	-0.5%	-1%	i	i	1.3%	i	i	-1%	-2%	-5%
CCOC(=O)c1sc(N)c(C(=O)Nc2ccc(C)cc2C)c1C	x	-0.7%	-6%	x	x	0.3%	x	x	-3%	x	-11%
C(=N/n1c2ccccc2c2ccccc21)/c1ccco1	x	-1.7%	-4%	x	x	-3.1%	x	x	-3%	-8%	17%
Cc1nnc(NC(=O)C2(c3ccccc3)CCOCC2)s1	u	-0.1%	-4%	i	u	1.7%	i	i	-6%	41%[activator]	u
O=C(NCCc1ccccc1)C1CC(=O)N(C2CCCCCC2)C1 (stereo unspecified)	i	-3.3%	3%	i	i	0.0%	i	i	1%	12%	11%
O=C(c1ccco1)n1c(=S)nc2ccccn21	u	-0.5%	-1%	u	u	-0.8%	i	i	-1%	-7%	-1%
CSCC[C@H](NC(=O)OC(C)(C)C)C(=O)N1CCC(C(=O)N[C@@H](C)C(=O)O)CC1	i	1.1%	1%	i	i	1.9%	i	i	0%	-1%	u
CC(C)(C)C(=O)Cn1c(=N)n(Cc2ccccc2)c2ccccc21	i	-2.5%	1%	i	i	1.0%	i	i	0%	-2%	11%
CCOC(=O)Cc1cnc(NC(=O)c2ccccc2)s1	x	-1.4%	-1%	x	x	0.0%	x	x	1%	3%[7.66 µM]	u
O=C1c2ccccc2C(=O)N1c1cccc(-c2nc3ccccc3o2)c1	x	-1.7%	1%	x	x	0.4%	x	x	-1%	-6%	12%
O=C(NCc1ccc2c(c1)OCO2)c1c[nH]c2ccc(S(=O)(=O)N3CCOCC3)cc2c1=O	i	7.7%	-3%	i	i	1.1%	i	u	-7%	26%	11%
CCOC(=O)c1[nH]c2c(c1C)C(=O)CC(c1ccco1)C2 (stereo unspecified)	x	-2.0%	-1%	x	x	-0.8%	x	x	-12%	x	32µM*
COc1nc(OC)nc(N2CCC(NC(=O)C(Cc3ccc(C(C)C)cc3)NC(C)=O)CC2)n1 (stereo unspecified)	u	-1.5%	-1%	u	i	-1.7%	i	u	1%[0.00368 µM]	36%[activator]	9%
CCCCn1c(-c2ccccc2)nc2c(=O)n(C)c(=O)[nH]c21	u	-4.8%	-1%	u	u	-1.3%	i	i	1%	x	3%

Whole records, quoted from the list. Screens in order: A350 fluor | BRCT PPI green | Casp1 inh | Fluorescein autfl | 4MU fluor | BRCT inh red | Rhodamine autofl | TexasRed autofl | Casp7 inh | USP2a inhib | HEK293 cAMP ctrl
Clc1ccc(Nc2ncnc3c2cnn3-c2ccccc2)cc1 reads x | 1.0% | -4% | x | x | 0.6% | x | x | -4% | x | 8%
O=C(NCCc1ccccc1)C1CC(=O)N(C2CCCCCC2)C1 (stereo unspecified) reads i | -3.3% | 3% | i | i | 0.0% | i | i | 1% | 12% | 11%

The list continues:
SMILES	A350 fluor	BRCT PPI green	Casp1 inh	Fluorescein autfl	4MU fluor	BRCT inh red	Rhodamine autofl	TexasRed autofl	Casp7 inh	USP2a inhib	HEK293 cAMP ctrl
O=C(c1csc2c1CCCC2)N1CCN(c2ncccn2)CC1	i	1.8%	0%	i	i	-0.3%	i	i	-2%	11%	19%
CCN(CC)CCCN1C(=O)C(O)=C(C(=O)c2ccc(C)o2)C1c1ccc(C)o1 (stereo unspecified)	u	x	x	u	u	x	i	i	x	x	x
N#Cc1ccccc1N=C1CCCN1Cc1ccccc1	x	-1.6%	-2%	x	x	1.6%	x	x	-1%	0%	u
CSCC[C@H](NC(=O)NCCC1=CCCCC1)C(=O)O	u	0.0%	-2%	i	u	1.0%	i	i	-8%	-6%	3%
O=C(Nc1nnc(N2CCCCCC2)s1)c1cc(-c2ccc(Br)cc2)on1	x	-0.4%	-3%	x	x	0.7%	x	x	1%	x	4%
CC(=O)NC1CC2CCCC(C1)N2S(=O)(=O)c1ccccc1 (stereo unspecified)	i	-2.7%	2%	i	i	-0.6%	i	u	-1%	5%	5%
O=C1C(CCC(O)c2ccc(F)cc2)C(c2ccc(O)cc2)N1c1ccc(F)cc1 (stereo unspecified)	x	-2.1%[3.08 µM]	1%	x	x	1.0%	x	x	0%	4%	x
CCOC(=O)C1=C(c2ccccc2)Nc2ncnn2C1c1ccccn1 (stereo unspecified)	i	0.6%	0%	i	i	1.1%	i	i	0%	2%	10%
CCOC(=O)c1sc(=S)n(CC)c1N	i	-1.4%	0%	i	i	0.4%	i	u	0%	-4%	-20%
CCC(Sc1nc2n[nH]c(C)c2c(=N)n1-c1cccc(Cl)c1)C(=O)NCCOC (stereo unspecified)	i	0.2%	-1%	i	i	-1.4%	i	u	-3%	39%[activator]	7%
Cc1cccc(C2CC(c3ccccc3)Nc3nc(N)nn32)c1 (stereo unspecified)	x	-2.0%	-3%	x	x	0.0%	x	x	-8%	x	-13%
O=C(COC(=O)c1cccnc1)Nc1cccc(Cl)c1	u	-0.4%	-2%	i	u	0.6%	i	u	1%	20%	2%
COc1ccc(-c2coc3c(CN4CCCCC4)c(O)c(CN4CCCCC4)c(O)c3c2=O)cc1	i	-1.8%	-3%	u	i	-0.8%	i	i	0%	u	1%
Nc1cc(C(=O)c2cccs2)ccc1Cl	x	1.3%	-2%	x	x	1.3%	x	x	-1%	25%	1%
CCCCC(=O)Nc1cccc(-c2nn3c(C)nnc3s2)c1	u	3.2%	0%	i	u	-4.1%	i	i	0%	2%	2%
CCOC(=O)CN1C(=O)C(CC)Oc2ccc(Cl)cc21 (stereo unspecified)	i	-0.8%	-2%	u	i	0.1%	i	u	0%	-10%	u
CCN(CC)CCCN1C(=O)C(=O)/C(=C(/O)c2ccc3c(c2)OCCO3)C1c1ccco1 (stereo unspecified)	i	1.5%	-3%	i	i	-0.6%	i	i	0%	6%	9%
CS(=O)(=O)N(CC(=O)O)Cc1ccccc1	i	-1.8%[15.4 µM]	0%[11.5 µM]	u	i	-0.6%[15.4 µM]	i	i	2%[11.5 µM]	x	3%[11.4 µM]
Cc1nn2cnc3sc4c(c3c2nc1=O)CCCC4	u	x	x	1e-08M*	i	x	i	i	x	x	x
CC(=O)c1c(C)nc2cc(Cl)ccc2c1N	i	-0.8%	0%	i	i	0.1%	i	i	0%	-3%	15%
COc1ccc(CCNC[C@H](O)c2ccc(O)cc2)cc1OC	i	-1.7%	2%	u	i	-1.4%	i	i	-2%	-1%	u
CCOC(=O)C1=C(C)NC2=C(C(=O)CC(C)(C)C2)C1c1ccc(N(C)C)cc1 (stereo unspecified)	2.1e-07M*	-2.6%	u	u	1.3e-07M*	0.3%	i	i	-15%	15%	2%
COC(=O)c1cccc(NC(=O)CSc2nnc(COc3cccc(C)c3)n2C)c1	i	-1.3%	0%	i	i	-0.5%	i	i	0%	16%	9%
O=C(c1ccc2c(c1)N(Cc1ccccc1)C(=O)CS2)N1CCOCC1	i	-3.5%	2%	u	i	-0.9%	i	i	0%	5%	5%
Cc1ccc(S(=O)(=O)N2CCN(C(=O)CN3CCc4ccccc4C3)CC2)cc1	i	1.4%	2%	i	i	-1.0%	i	i	0%	24%	10µM*
O=C(c1cnccn1)N1CCC2(CC1)CN(c1ccncc1)C2	i	0.2%	u	i	i	-0.1%	i	i	-1%	22%	14%
c1ccc(N2CCN(CCc3nnc4n3CCCCC4)CC2)cc1	i	-2.3%	-1%	u	i	2.2%	i	i	-2%	-1%	8%
C=CCn1c(Cc2nc3ccccc3[nH]2)n[nH]c1=S	i	-7.7%	1%	u	i	-1.0%	i	i	-2%	-9%	-1%

These rows are one share of the data; the hit share may differ from the screen's.
